Compound activity from PubChem.
SUMO HTRF inh: SUMOylation inhibition | HTRF SUMOylation assay, SAE1/SAE2 + UBC9, in vitro | 290,000 compounds, 0.36% hits | P63279 | AID 2006 | inhibition, % at 35 µM; in the data active means inhibition above about 50%, passing the limit was not always enough; further: strong numbers were not always called active
Target sequence (P63279 whole entry, looked up): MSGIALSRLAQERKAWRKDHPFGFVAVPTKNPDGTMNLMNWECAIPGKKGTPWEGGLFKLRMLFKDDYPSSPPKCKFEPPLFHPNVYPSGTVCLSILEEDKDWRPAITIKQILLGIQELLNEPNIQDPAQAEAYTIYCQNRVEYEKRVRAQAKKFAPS
MEKK2mut PB1 HTS: signal of MEK5 binding to mutant human MEKK2 PB1 domain | bead flow cytometry, Alexa488-MEK5 binding to MEKK2 mutant | percent response, % at 10 µM | 290,000 compounds, 0.35% hits | AID 1530; in the data active means percent response above about 24%, passing the limit was not always enough; further: inactives centre near 1; some results filed as inactive read as strong as hits
MEKK2wt PB1 HTS: raises or lowers MEK5 binding to wildtype human MEKK2 PB1 domain | Q9Y2U5 | bead flow cytometry, Alexa488-MEK5 binding to MEKK2 WT; actives lie on both sides | 290,000 compounds, 1.1% hits | binding response (% of control), % at 10 µM | AID 1531; in the data active means binding response below about 67% or above about 130%
GalR3 antag: human GalR3 antagonism | O60755 | HEK293 GalR3-CNG cAMP membrane potential fluorescence; galR3 body fused to GalR1 C-terminus | inhibition, % at 3 µM | 360,000 compounds, 0.44% hits | AID 651719;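 active means inhibition above the screen-wide average plus 3 SD, cut at about 13% in these data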;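 further: forskolin and galanin both at EC90 stimulate the cells; cAMP rise reported by CNG channel membrane potential dye signal; 0% = forskolin plus galanin with DMSO and 100% = forskolin alone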
Target sequence (O60755 1-299 limits assumed): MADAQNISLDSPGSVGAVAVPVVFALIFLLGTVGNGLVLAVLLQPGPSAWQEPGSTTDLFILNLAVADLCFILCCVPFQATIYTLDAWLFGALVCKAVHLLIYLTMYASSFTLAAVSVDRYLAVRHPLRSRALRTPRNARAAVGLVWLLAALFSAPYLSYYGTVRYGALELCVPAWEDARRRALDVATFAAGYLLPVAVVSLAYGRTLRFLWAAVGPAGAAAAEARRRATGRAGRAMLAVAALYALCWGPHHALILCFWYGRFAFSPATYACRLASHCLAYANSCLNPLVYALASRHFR
DNA FID counter: displaces DNA intercalator in HCV helicase counter-screen; DNA fluorescent intercalator displacement, fluorescence; inhibition, % at 7.9 µM; 290,000 compounds, 0.17% hits; in the data active means inhibition above about 37%;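 further: 0% = vehicle and 100% = reference compound; higher means more ethidium bromide displaced from hairpin DNA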
MEKK3 PB1 HTS: MEKK3-MEK5 PB1 interaction, increase or decrease; bead-based flow cytometry, Alexa488-MEK5 binding to MEKK3; actives lie on both sides; 0 = blocked by unlabeled MEK5, 100 = vehicle; binding response (% of control), % at 10 µM; 290,000 compounds, 1.4% hits; AID 1529;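 active means binding response more than 3 SD above or below the average of its plate-row segment, actives on both sides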;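 further: Alexa488 bead fluorescence after subtracting the streptavidin-only scavenger bead signal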
Target sequence (Q99759 whole entry, looked up): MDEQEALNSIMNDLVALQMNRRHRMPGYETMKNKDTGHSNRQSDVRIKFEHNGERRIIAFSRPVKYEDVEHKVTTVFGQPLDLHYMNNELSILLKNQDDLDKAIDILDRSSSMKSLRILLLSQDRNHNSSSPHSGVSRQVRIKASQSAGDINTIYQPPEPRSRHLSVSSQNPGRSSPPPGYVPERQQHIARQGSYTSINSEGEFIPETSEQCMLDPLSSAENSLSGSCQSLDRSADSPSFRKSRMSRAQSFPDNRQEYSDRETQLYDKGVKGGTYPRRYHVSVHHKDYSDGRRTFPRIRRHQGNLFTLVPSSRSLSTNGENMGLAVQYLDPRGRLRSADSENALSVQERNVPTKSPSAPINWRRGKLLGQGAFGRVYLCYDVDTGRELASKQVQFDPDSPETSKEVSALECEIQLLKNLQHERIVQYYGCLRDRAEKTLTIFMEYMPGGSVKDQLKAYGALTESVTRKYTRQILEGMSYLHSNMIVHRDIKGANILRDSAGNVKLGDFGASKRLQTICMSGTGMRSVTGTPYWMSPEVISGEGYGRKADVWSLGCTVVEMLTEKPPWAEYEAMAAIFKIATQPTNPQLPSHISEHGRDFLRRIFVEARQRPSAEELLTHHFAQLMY
NS3 helicase inh: inhibitors of Hepatitis C virus NS3 helicase; NS3 helicase DNA unwinding, Cy5 molecular beacon fluorescence; inhibition, % at 10.9 µM; 290,000 compounds, 0.56% hits;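 active means inhibition above the mean of all tested compounds plus 3 SD, set per campaign, cut at about 35% in these data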;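 further: 0% = DMSO wells and 100% = thioflavine S control wells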
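assay system = NS3 helicase fragment of HCV | buffer or medium = MOPS pH 6.5, MgCl2, DTT, Tween20, BSA | timing = 60 min unwinding reaction at 25 °C after ATP addition | signal = Cy5 beacon fluorescence read at start and 1 h | read-out basis = % inhibition of unwinding | control set = low DMSO, high thioflavine S at 110 µM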
CRFBP-R2 agonist: agonists of human CRF-binding protein/CRF-R2 receptor complex; AID 588473; activation, % at 13.2 µM; 350,000 compounds, 0.46% hits; HEK293 CRF-R2/CRF-BP, calcium dye fluorescence (FLIPR); percent of saturating CRF peptide response;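 active means activation of at least 50%, plus an integration ratio under a set limit after plate pattern correction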;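 further: plate controls were neutral control wells without compound for no effect and CRF at EC100 for full effect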
CRFR2-BP antag: antagonists of CRF-binding protein/CRF-R2 receptor complex | HEK293 CRF-R2/CRF-BP, CRF-induced calcium fluorescence | inhibition, % at 11.8 µM | 350,000 compounds, 0.59% hits;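 active means inhibition of the ligand-induced calcium signal above about 50% at the single tested concentration, limit read from the data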
Active calls of the source: *; x = not tested or not shown.

SMILES | SUMO HTRF inh | MEKK2mut PB1 HTS | MEKK2wt PB1 HTS | GalR3 antag | DNA FID counter | MEKK3 PB1 HTS | NS3 helicase inh | CRFBP-R2 agonist | CRFR2-BP antag
CCC(=O)Nc1cccc(-n2nnnc2SCC(=O)c2ccc(C)c(C)c2)c1 | -10.8 | -2.0 | 97.0 | -2.8 | -5.5 | 97.0 | -1.8 | -0.3 | -31.8
COc1cc(OC)c(C2=NOC(C(=O)N3CCCc4ccccc43)C2)cc1Cl (stereo unspecified) | -14.3 | 7.0 | 100.0 | -6.4 | -1.7 | 99.0 | 4.9 | 5.7 | -31.2
CCN(CC)S(=O)(=O)c1ccc(C(=O)NC(=S)N(CCO)Cc2ccccc2)cc1 | 11.9 | 9.0 | 104.0 | -7.5 | -28.5 | 104.0 | -7.5 | -2.1 | 2.6
COc1ccc(C(=O)OCC(=O)Nc2ccc(F)cc2F)cc1OC | -6.6 | 9.0 | 112.0 | -2.5 | -8.6 | 107.0 | 3.8 | -1.5 | 5.8
Cc1ccc(NC(=O)COC(=O)/C=C/c2cccc(Cl)c2)cc1S(=O)(=O)N1CCOCC1 | -23.5 | 5.0 | 115.0 | -4.4 | -9.0 | 97.0 | -13.9 | 5.1 | -28.8
CCS(=O)(=O)c1nc(S(=O)(=O)c2ccc(Cl)cc2)c(NCCCN2CCOCC2)s1 | 7.8 | 2.0 | 99.0 | -6.9 | 3.6 | 102.0 | -5.4 | 0.6 | -4.0
CC(=O)Nc1ccc(S(=O)(=O)N2CCc3cc4c(cc3C2)OCCCO4)cc1 | -11.9 | -8.0 | 100.0 | 2.5 | -20.2 | 99.0 | 8.5 | -0.7 | 5.5
CCOc1ccc(S(=O)(=O)N2CCC(C(=O)NCC3CCCO3)CC2)cc1Cl (stereo unspecified) | -4.0 | 1.0 | 98.0 | -7.6 | -24.5 | 100.0 | -7.1 | 1.1 | 1.7
Nc1ccc2nc(N3CCOCC3)sc2c1 | -1.6 | -3.0 | 88.0 | -6.5 | 0.3 | 88.0 | -5.7 | -2.7 | 20.7
COc1cccc(C(=O)NC(=S)Nc2ccc3[nH]c(=O)[nH]c3c2)c1 | 1.9 | 1.0 | 101.0 | 5.0 | -16.9 | 101.0 | 6.8 | 0.9 | 4.3
COC(=O)c1ccccc1NC(=O)CSc1nncn1-c1ccccn1 | -11.0 | 1.0 | 97.0 | -7.8 | -19.6 | 101.0 | -15.1 | -0.7 | -7.8
Cn1c(=O)c2c(SCC(=O)NCC3CCCO3)nc(CC(C)(C)C)nc2n(C)c1=O (stereo unspecified) | -0.3 | 4.0 | 104.0 | -2.9 | -46.2 | 101.0 | -2.6 | 0.7 | 7.7
COc1ccc(C2SCC(=O)N2CC23CC4CC(CC(C4)C2)C3)cc1 (stereo unspecified) | -7.1 | 1.0 | 102.0 | -6.7 | -13.3 | 105.0 | -5.0 | 1.8 | -9.3
COc1cc(OC)c2c(=O)cc(-c3ccccc3)oc2c1 | 22.7 | -3.0 | 99.0 | 1.4 | -20.1 | 98.0 | 5.6 | -2.5 | -0.8
COc1ccc(-n2cnnc2SCC(=O)Nc2cccc([N+](=O)[O-])c2)cc1 | 17.7 | -3.0 | 97.0 | -1.0 | 1.6 | 103.0 | 10.2 | -2.2 | 5.9
O=C(NC(=S)N1CCOCC1)C12CCC3CC(CC(C3)C1)C2 | -10.1 | 2.0 | 99.0 | -0.6 | -2.2 | 134.0* | 5.2 | 3.9 | -16.8
Cc1noc(COc2ccc(OCc3nc(C)no3)cc2)n1 | 3.4 | 0.0 | 102.0 | 0.6 | -2.6 | 101.0 | 9.3 | 1.6 | -15.8
C=CCOc1ccc(C2=NOC(C(=O)Nc3ccc4c(c3)OCCO4)C2)cc1 (stereo unspecified) | -0.4 | 0.0 | 102.0 | -7.8 | -24.0 | 100.0 | -19.1 | -0.5 | -9.5
CC1(C)CC(NC(=O)C(c2ccccc2)c2ccccc2)CC(C)(C)N1 | 6.9 | 4.0 | 105.0 | -11.3 | 10.0 | 98.0 | -2.8 | 0.6 | 6.5
CN1C(C(=O)Nc2ccc(OC(F)(F)F)cc2)=CC(c2ccc3c(c2)OCO3)=NS1(=O)=O | x | -5.0 | 93.0 | 1.7 | 0.9 | 96.0 | -4.3 | 1.0 | -28.4
O=C(O)CN1C(=O)/C(=C\c2ccccc2OCc2ccc(Cl)cc2)SC1=S | -4.1 | 3.0 | 103.0 | -9.7 | 15.5 | 98.0 | 42.6* | -1.3 | 11.9
O=S(=O)(NC1CCCCC1)c1ccc(F)c2ccccc12 | -10.2 | 7.0 | 100.0 | -5.5 | -28.6 | 104.0 | -5.6 | -1.5 | -11.4
O=C(COC(=O)/C=C/c1ccco1)NCc1ccccc1Cl | -5.4 | -2.0 | 97.0 | -2.7 | -15.3 | 99.0 | -4.3 | 2.2 | 8.3
O=C(CNC(=O)c1ccc(-c2ccccc2)cc1)OCc1c(Cl)cccc1Cl | -0.7 | -3.0 | 93.0 | 0.5 | -2.7 | 93.0 | 0.2 | 2.5 | -27.6
CC(=O)N1N=C(c2ccccc2)CC1c1cccc([N+](=O)[O-])c1 (stereo unspecified) | 2.6 | 2.0 | 97.0 | -3.0 | -7.9 | 100.0 | -4.8 | -2.2 | -1.5

As entered above:
CCN(CC)S(=O)(=O)c1ccc(C(=O)NC(=S)N(CCO)Cc2ccccc2)cc1 in CRFBP-R2 agonist = -2.1
COc1cc(OC)c2c(=O)cc(-c3ccccc3)oc2c1 in SUMO HTRF inh = 22.7
COc1cc(OC)c(C2=NOC(C(=O)N3CCCc4ccccc43)C2)cc1Cl (stereo unspecified) in MEKK3 PB1 HTS = 99.0
COC(=O)c1ccccc1NC(=O)CSc1nncn1-c1ccccn1 in MEKK2wt PB1 HTS = 97.0
O=S(=O)(NC1CCCCC1)c1ccc(F)c2ccccc12 in MEKK2mut PB1 HTS = 7.0

The listing continues:
SMILES | SUMO HTRF inh | MEKK2mut PB1 HTS | MEKK2wt PB1 HTS | GalR3 antag | DNA FID counter | MEKK3 PB1 HTS | NS3 helicase inh | CRFBP-R2 agonist | CRFR2-BP antag
Cc1ccc(/C=C/C(=O)NCc2cccs2)o1 | 3.7 | -4.0 | 97.0 | -4.2 | -3.0 | 103.0 | 14.5 | -1.3 | 1.8
CCOc1cc(/C=C\c2nc(O)c([N+](=O)[O-])c(=O)[nH]2)ccc1OC(C)CC (stereo unspecified) | 9.4 | 4.0 | 100.0 | -7.1 | -11.9 | 101.0 | 23.0 | -1.2 | 7.4
N#CCCn1[nH]c(-c2ccccc2)cc1=O | 69.4* | 0.0 | 104.0 | -12.9 | -1.8 | 81.0 | 9.6 | 1.5 | 10.9
CSCCC(NC(=O)c1ccco1)c1nc2ccccc2[nH]1 (stereo unspecified) | 2.0 | 3.0 | 102.0 | -1.8 | -4.5 | 99.0 | -1.0 | -0.2 | 6.9
CC(C)c1ccc(NC(=O)C2CC(=O)N(C(C)C)C2)cc1 (stereo unspecified) | 7.5 | 2.0 | 97.0 | -7.9 | -25.1 | 99.0 | 4.6 | 0.0 | 11.8
N#Cc1c(NC(=O)C2CCCO2)sc2c1CCCCCC2 (stereo unspecified) | 3.6 | 6.0 | 105.0 | -10.8 | -17.2 | 108.0 | 5.1 | 0.6 | -7.1
Cc1ccc(S(=O)(=O)Nc2c3ccccc3nc(=O)n2-c2ccccc2)cc1 | 20.3 | 3.0 | 100.0 | -5.7 | -8.6 | 100.0 | -1.8 | 0.2 | 4.9
COc1ccccc1C(=O)NCCC(=O)N1CCCCC1 | 10.4 | 9.0 | 105.0 | -2.8 | -4.7 | 104.0 | 0.5 | -0.6 | 10.7
COc1ccccc1N=CC=C1OC(C)(C)C(C)(C)O1 | 16.9 | -13.0 | 80.0 | -2.1 | -17.3 | 89.0 | -1.8 | 1.1 | 20.3
CC(C)C(NS(=O)(=O)c1ccccc1)C(=O)N1CCN(C(=O)c2ccco2)CC1 (stereo unspecified) | 19.2 | 8.0 | 111.0 | -1.1 | -1.7 | 101.0 | -1.2 | -0.6 | -6.6
COc1ccc(CNC(=O)COC(=O)/C=C/c2cccs2)cc1 | -1.0 | -3.0 | 88.0 | -7.4 | -16.5 | 85.0 | -2.8 | -4.0 | 0.1
O=C(Nc1ccc(F)c(Cl)c1)N1CCCC1 | 3.1 | 7.0 | 106.0 | -4.2 | -6.1 | 102.0 | 19.2 | -0.9 | 2.7
CC(O)CN1CCN(C(=O)CN2C(=O)NC(c3ccccc3)(c3ccccc3)C2=O)CC1 (stereo unspecified) | -14.2 | 1.0 | 103.0 | 7.8 | -6.2 | 101.0 | -7.3 | -1.5 | -10.0
Cc1cccc(NC(=O)c2ccc3nc(N4CCOCC4)sc3c2)c1C | -1.7 | 6.0 | 107.0 | 0.8 | -38.1 | 102.0 | -6.2 | 1.2 | -2.1
CCCOc1ccc(CSc2ncn[nH]2)cc1 | 22.7 | x | x | 1.7 | -5.9 | x | 1.9 | 0.2 | -1.3
Oc1cc(-n2cccn2)c(O)cc1-n1cccn1 | 0.1 | 4.0 | 102.0 | -10.9 | -3.4 | 102.0 | 7.5 | 0.2 | 14.0
Cc1cccc(C)c1NC(=O)CSc1cc(C(=O)c2nccn2C)c2ccccc2n1 | -5.5 | -3.0 | 95.0 | -1.7 | -3.0 | 94.0 | 7.3 | -1.0 | -1.6
CC(=O)N1CCOc2ccc(S(=O)(=O)Nc3ccc(Cl)cn3)cc21 | 2.4 | -2.0 | 101.0 | -0.1 | -4.1 | 103.0 | -5.0 | 0.7 | -5.0
Cc1onc(-c2c(Cl)cccc2Cl)c1C(=O)N=C(N)N1CCCC1 | 18.2 | -3.0 | 96.0 | -7.9 | -11.9 | 96.0 | -5.4 | -5.4 | -11.2
COc1cc(SC)ccc1C(=O)NCCc1c[nH]c2ccccc12 | 0.0 | 4.0 | 101.0 | -7.5 | -19.9 | 102.0 | 6.3 | -2.8 | -2.6
O=C(NC(Cc1ccccc1)C(=O)O)/C(=C/c1ccccc1)NC(=O)c1ccco1 (stereo unspecified) | 15.2 | 3.0 | 102.0 | 16.1* | -18.4 | 103.0 | -2.2 | 1.6 | 7.5
COc1cc2c(cc1OC)C(c1ccccc1)N(C(=O)C(C)(C)C)CC2 (stereo unspecified) | 1.9 | 0.0 | 103.0 | -10.8 | -10.1 | 102.0 | 2.0 | -4.4 | 13.2
Cc1cc(N/N=C/c2ccc(O)cc2O)nc(-c2ccccc2O)n1 | -12.1 | -2.0 | 107.0 | x | 13.3 | 103.0 | -13.1 | -1.1 | -25.4
COC(=O)c1c(NC(=O)c2cccnc2)sc(C)c1C | 13.2 | -7.0 | 91.0 | x | -14.2 | 90.0 | -8.6 | -0.5 | 14.6

Grouped by structure: the compounds so far with a COOH group (2)
SMILES | SUMO HTRF inh | MEKK2mut PB1 HTS | MEKK2wt PB1 HTS | GalR3 antag | DNA FID counter | MEKK3 PB1 HTS | NS3 helicase inh | CRFBP-R2 agonist | CRFR2-BP antag
O=C(O)CN1C(=O)/C(=C\c2ccccc2OCc2ccc(Cl)cc2)SC1=S | -4.1 | 3.0 | 103.0 | -9.7 | 15.5 | 98.0 | 42.6* | -1.3 | 11.9
O=C(NC(Cc1ccccc1)C(=O)O)/C(=C/c1ccccc1)NC(=O)c1ccco1 (stereo unspecified) | 15.2 | 3.0 | 102.0 | 16.1* | -18.4 | 103.0 | -2.2 | 1.6 | 7.5

Not all compounds are listed, so the mix of outcomes need not match the whole.
